Screening data as filed in PubChem BioAssay.
A3G deaminase: APOBEC3G DNA deaminase inhibitors, primary screen, biochemical, fluorescence, single-stranded DNA substrate, uHTS | DNA dC->dU-editing enzyme APOBEC-3G (Homo sapiens), Q9HC16 | recombinant A3G, ssDNA deamination FAM/TAMRA fluorescence | inhibition, % at 20 µM | 0.28% of 330,000 active | AID 493012, 2011;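 active = inhibition of at least 40% at 20 µM, with no more than 30% in the related APOBEC3A deaminase screen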;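 note: plate controls were DMSO wells with A3G for no effect and wells lacking A3G enzyme for full effect; some compounds called inactive have numbers as strong as hits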
Target sequence (Q9HC16 whole entry, looked up): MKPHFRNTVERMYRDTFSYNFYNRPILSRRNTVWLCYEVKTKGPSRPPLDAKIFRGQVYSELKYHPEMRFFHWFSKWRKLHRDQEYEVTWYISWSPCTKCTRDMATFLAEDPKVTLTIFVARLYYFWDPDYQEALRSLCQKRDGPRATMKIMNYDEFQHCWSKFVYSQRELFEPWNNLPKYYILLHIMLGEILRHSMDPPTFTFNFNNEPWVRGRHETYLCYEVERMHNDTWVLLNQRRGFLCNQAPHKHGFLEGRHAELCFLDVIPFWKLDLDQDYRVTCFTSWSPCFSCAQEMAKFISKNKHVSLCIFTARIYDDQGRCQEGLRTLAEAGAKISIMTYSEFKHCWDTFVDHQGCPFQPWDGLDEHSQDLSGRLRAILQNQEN
SENP7 block: SENP7 protease inhibitors, primary screen, biochemical, luminescence, uHTS. Sentrin-specific protease 7 (Homo sapiens), Q9BQF6. recombinant SENP7, Z-RLRGG-aminoluciferin luminescence, 40 min. inhibition, % at 5 µM. 1.5% of 330,000 active;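 active = inhibition above about 50% at the single test dose, limit read from the data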;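 note: plate controls were DMSO with enzyme for no effect and no enzyme buffer wells for full effect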
SENP6 block: SENP6 protease inhibitors, primary screen, biochemical, luminescence, uHTS | inhibition, % at 10 µM | 1.8% of 330,000 active | Recombinant SENP6 catalytic domain, aminoluciferin luminescence | AID 2599, 2010;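 active = inhibition above about 50% at the single tested dose, limit read from the data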;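 note: plate controls were DMSO wells with enzyme for no effect and DMSO wells lacking enzyme for full effect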
Target sequence (Q9GZR1 628-1112 limits assumed): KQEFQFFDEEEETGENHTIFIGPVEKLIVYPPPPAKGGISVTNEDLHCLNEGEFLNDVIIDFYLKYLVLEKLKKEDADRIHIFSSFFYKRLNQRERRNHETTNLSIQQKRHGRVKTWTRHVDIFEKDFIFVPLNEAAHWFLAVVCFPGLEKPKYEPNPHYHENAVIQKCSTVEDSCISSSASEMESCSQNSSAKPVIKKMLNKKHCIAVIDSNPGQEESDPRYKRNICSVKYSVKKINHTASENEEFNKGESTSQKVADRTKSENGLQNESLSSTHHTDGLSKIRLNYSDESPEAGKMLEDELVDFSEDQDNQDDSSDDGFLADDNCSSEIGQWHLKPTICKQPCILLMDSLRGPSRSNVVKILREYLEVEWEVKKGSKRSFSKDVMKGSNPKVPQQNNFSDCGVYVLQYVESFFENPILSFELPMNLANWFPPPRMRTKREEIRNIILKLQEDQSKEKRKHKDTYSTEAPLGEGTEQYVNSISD
Apaf-1 inh: inhibitors of human Apaf-1 apoptosome, primary screen, biochemical, DEVD-Rh110 fluorescence, uHTS. Apoptotic protease-activating factor 1 (Homo sapiens), O14727. reconstituted apoptosome caspase-3 activity. inhibition, % at 20 µM. 0.71% of 330,000 active; active = inhibition of at least 40% at 20 µM;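 note: plate controls were DMSO wells for no effect and DEVD-CHO caspase inhibitor wells for full effect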
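Material: reconstituted apoptosome with Apaf-1, cytochrome c, caspase-9, procaspase-3, dATP / Buffer or medium: pH 7.5 Hepes buffer with CHAPS, BSA, DTT / Also added: cytochrome c with DEVD-Rh110 / Schedule: compound with Apaf-1, dATP, procaspase-3 30 min, then 50 min reaction, room temperature / Technique: rhodamine 110 fluorescence at Ex 480/Em 540 nm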
SENP8 block-1: SENP8 protease inhibitors, primary screen, biochemical, luminescence; purified SENP8, Z-RLRGG-aminoluciferin cleavage; AID 2540, 2010; 1.2% of 330,000 active; Sentrin-specific protease 8 (Homo sapiens), Q96LD8; inhibition, % at 10 µM; in the data active = inhibition above about 50%
UBC13 inh: UBC13 polyubiquitin chain formation inhibitors, primary screen, biochemical, TR-FRET, uHTS. 0.47% of 330,000 active. inhibition, % at 20 µM; in the data active = inhibition above about 45%, passing the limit was not always enough
SENP8 block-2: human SENP8 protease inhibitors, primary screen, biochemical, fluorescence, Nedd8 protein substrate, uHTS; inhibition, % at 20 µM; AID 602440, 2012; recombinant SENP8; 0.64% of 360,000 active; in the data active = inhibition mostly above about 40%, no sharp cut-off; inactive = mostly below about 27%
SENP1 FRET inh: human SENP1 catalytic domain inhibitors, primary screen, biochemical, FRET, uHTS; inhibition, % at 10 µM; 0.21% of 360,000 active; AID 624204, 2012; recombinant SENP1 catalytic domain, CyPet-SUMO1-YPet FRET cleavage;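 active = inhibition at least 30% at 10 µM, raw YFP signal under a set limit, fluorescence ratio 0.5 to 1.5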;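 note: 0% = enzyme with DMSO and 100% = no enzyme wells; some results filed as inactive read as strong as hits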
Target sequence (Q9P0U3 419-644 limits assumed): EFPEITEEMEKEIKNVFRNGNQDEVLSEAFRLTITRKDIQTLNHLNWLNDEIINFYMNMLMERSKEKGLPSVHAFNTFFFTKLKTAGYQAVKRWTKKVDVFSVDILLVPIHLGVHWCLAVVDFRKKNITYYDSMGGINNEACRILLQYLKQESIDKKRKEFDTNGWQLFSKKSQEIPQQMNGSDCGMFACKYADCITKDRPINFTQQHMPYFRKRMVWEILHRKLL
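System: Recombinant human SENP1 catalytic domain, His6-tagged | Incubation: Enzyme reaction for 50 min at room temperature, dark | Medium: Tris pH 8 with BME, BSA, NP40 and catalase | Also added: 25 nM SUMO1 FRET substrate | Compound: 10 µM single point, 0.5% DMSO | Measured by: FRET fluorescence in CFP and YFP emission channels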
Active calls of the source: *; i = inactive.

Structure,A3G deaminase,SENP7 block,SENP6 block,Apaf-1 inh,SENP8 block-1,UBC13 inh,SENP8 block-2,SENP1 FRET inh
CN(C(=O)COC(=O)c1ccccc1OCc1ccc(Cl)cc1)c1c(N)n(Cc2ccccc2)c(=O)[nH]c1=O,-6,-2,2,7,1,4,5,0
C[C@]12c3[nH]c4ccccc4c3CCN1C(=O)C(CC(=O)NCCN1CCOCC1)C[C@@H]2C(=O)N1CCOCC1 (some centres not stated),-5,13,-11,-6,-1,4,-1,-2
COCc1cc(C)nc2sc(C(=O)Nc3ccccc3C)c(N)c12,-4,-5,23,6,-3,8,-434,-45
CC1(C)NC(=O)N(CC(O)COc2ccccc2[N+](=O)[O-])C1=O (configuration not stated),-7,-2,-34,-2,-3,4,18,0
CCOc1ccc(/C=N/NC(=O)c2[nH]c3ccc(C)cc3c2C)cc1,-7,1,-6,15,-13,-25,-72,-1
CC(C)OC(=O)NCCOC(=O)Nc1ccc(Cl)cc1,-10,1,-14,3,1,1,8,-2
COc1ccc(-c2csc(NC(=O)CSc3nc4ccccc4c(=O)[nH]3)n2)cc1,0,4,3,8,5,2,-2,-3
Cn1c(-c2ccc3ccccc3n2)nc2cnccc21,9,23,19,8,13,6,-197,-29
COc1nc(-c2ccccc2)ncc1S(=O)(=O)c1ccccc1,4,3,-12,7,-5,11,2,2
Cc1nc(C(N)=O)c(N)n1CCc1ccccc1,-15,-10,20,5,-7,-5,9,3
CCCCCC(=O)Nc1ccc(N2CCN(C(=O)CCC)CC2)cc1,-3,1,12,0,3,-3,20,0
CSc1ncc(CN2CCN(CC=C(C)C)C(CCO)C2)cn1 (configuration not stated),-5,-1,-12,8,-18,-19,1,1
CN=C(NC#N)SCC(=O)c1ccc(Cl)cc1Cl,-6,-6,2,-13,-4,3,6,5
COc1cccc(NC(=O)COC(=O)COc2ccccc2[N+](=O)[O-])c1,-1,-3,-27,1,-9,-7,10,5
O=c1cc(Nc2ccc3c(c2)OCCO3)[nH]c(=O)n1Cc1ccc(F)cc1,4,9,7,-12,-2,4,1,-9
O=C(NCC1CCCO1)c1ccccc1-c1nc(-c2ccccc2F)no1 (configuration not stated),-2,-8,-5,1,-2,6,14,1
Cc1nonc1NC(=O)CSc1nc2ccc(Cl)cc2[nH]1,-5,-6,-12,-2,-6,-5,12,3
COc1ccc(N2C(=O)C3[C@@H](C2=O)C2(Cl)C(Cl)=C(Cl)C3(Cl)C2(OC)OC)cc1 (some centres not stated),-9,7,-24,0,3,14,7,2
CCOc1cccc2c1OC1(CCCCC1)N1N=C(c3cccnc3)CC21 (configuration not stated),-2,7,-2,7,-8,3,2,-19
Cc1ccc(C(=O)Nc2ccc3nccnc3c2)cc1,4,73*,67*,-7,51*,-2,-396,-1
CCCN(CC(=O)Nc1ccccc1C)C(=O)CSc1ccccc1C,-7,4,-11,9,-1,12,5,0
COc1ccc(CN2C(=O)c3ccccc3C2=O)cc1C(=O)OCC(=O)NC1CCCCC1,-2,6,18,17,5,2,22,2
COc1ccc(NC(=O)Cn2nc(C(=O)O)c3ccccc3c2=O)cc1Cl,-3,0,7,9,-5,-1,12,1
O=C(NCc1ccccc1CN1CCCCC1)c1ccc(Cl)cc1N1CCCC1=O,48,1,-20,2,-5,2,4,2
O=C(COC(=O)c1ccc(S(=O)(=O)N2CCCCCC2)cc1)NCc1ccc(F)cc1,0,0,-12,6,-4,-4,6,2
CCOC(=O)C1(CCOC)CCN(CC(C)Cc2ccc3c(c2)OCO3)CC1 (configuration not stated),-9,-10,-12,-13,5,5,3,0
Cc1nc2c3ccccc3nc(NNC(=O)CCC(=O)N3CCC(C)CC3)n2n1,3,4,46,3,3,-1,25,3
Cc1cccc(NC(=O)CSCC(=O)NCc2cccc(C(F)(F)F)c2)c1,2,-1,5,14,4,-8,5,1
Cc1cccc(N(CC(=O)NC2CCCC2)C(=O)c2c(C)noc2C)c1,-3,6,-5,0,-1,6,24,2
CS(=O)(=NS(=O)(=O)c1ccc(Cl)cc1)c1ccccc1 (configuration not stated),-4,-7,-15,-23,-4,-2,-3,0
O=C(Nc1ccc(Br)cc1)c1cccc(N2C(=O)C3C4C=CC(C4)C3C2=O)c1 (configuration not stated),-5,-5,5,1,6,-9,8,0
CCC(Sc1nc2ccccc2c(=O)n1CC1CCCO1)C(=O)NCc1cccnc1 (configuration not stated),-6,0,-8,0,-9,-8,18,1
COC(=O)c1ccccc1SC1CC(=O)N(c2ccccc2)C1=O (configuration not stated),-6,11,-12,0,13,4,-37,1
OCCC1CN(Cc2ccon2)CCN1Cc1ccc(F)c(F)c1 (configuration not stated),-9,0,3,-3,-11,-12,1,1
O=C(CCCNC(=O)c1ccc(Cl)cc1)NCc1ccc(F)cc1,-5,-4,0,3,2,3,14,0
C[C@H](CO)N1C[C@H](C)[C@@H](CN(C)S(=O)(=O)c2cccs2)Oc2ccc(NS(=O)(=O)c3ccccc3)cc2C1=O,-8,-3,-11,4,3,18,10,1
COc1ccc(C(=O)Nc2cc(C)nc3ccccc23)cc1OC,2,8,13,17,-3,-13,20,0
O=C(CSc1nnc(NC(=O)c2ccco2)s1)NC1CCCCC1,-6,0,-28,-1,-1,-14,-24,1
CC(=O)c1c(C)nc(C)nc1NC(=O)C(C)C,-2,0,-5,-4,3,10,28,0
CCOc1ccc(OCCCC(=O)NNC(=O)c2ccncc2)cc1,-9,-12,-40,3,-6,1,3,-1
COc1ccc(OC)c(S(=O)(=O)N2CCC(C(=O)NCC3CCCO3)CC2)c1 (configuration not stated),-5,-8,-8,-2,-1,14,14,-1
Cc1cc(NC(=O)CSc2nnc(-c3ccc(Br)o3)n2Cc2ccccc2)no1,-3,0,3,14,-5,5,25,1
Cc1c(-c2ccco2)[n+](=O)c2c(n1[O-])CCC2,3,3,-4,0,1,5,-4,1
COC(=O)C1CC(O)CN1C(=O)Nc1cccc(C(F)(F)F)c1 (configuration not stated),-11,-3,-7,8,-7,1,10,-1
O=C(Cc1cccc2ccccc12)NN1C(=O)/C(=C\c2cccnc2)SC1=S,-9,5,-10,-21,-1,7,22,4

A run of entries of the results above:
Structure,A3G deaminase,SENP7 block,SENP6 block,Apaf-1 inh,SENP8 block-1,UBC13 inh,SENP8 block-2,SENP1 FRET inh
CN(C(=O)COC(=O)c1ccccc1OCc1ccc(Cl)cc1)c1c(N)n(Cc2ccccc2)c(=O)[nH]c1=O,-6,-2,2,7,1,4,5,0
C[C@]12c3[nH]c4ccccc4c3CCN1C(=O)C(CC(=O)NCCN1CCOCC1)C[C@@H]2C(=O)N1CCOCC1 (some centres not stated),-5,13,-11,-6,-1,4,-1,-2

Continued.
Structure,A3G deaminase,SENP7 block,SENP6 block,Apaf-1 inh,SENP8 block-1,UBC13 inh,SENP8 block-2,SENP1 FRET inh
Cc1ccn2c(NC3CCCCC3)c(-c3cccc(-c4cccc(Cl)c4)c3)nc2c1,-1,-9,-14,20,1,16,i,12
CCN(CCCNS(=O)(=O)c1ccc2c(c1)CCN2C(C)=O)c1cccc(C)c1,-3,9,-9,21,2,8,4,-1
O=C(CC1SCCNC1=O)Nc1cccc([N+](=O)[O-])c1 (configuration not stated),-5,-6,-16,-9,-5,-1,-1,1
CN(/N=C/c1ccc(-c2ccc([N+](=O)[O-])cc2)o1)c1ccccc1,-8,-6,-24,-3,-12,-118,28,48
O=C(Nc1cc2c3c(c1)CC(=O)N3CCC2)C1CC1,9,0,-13,7,1,-4,0,1
O=C(CCCOc1ccc(Cl)cc1Cl)Nc1ncccn1,0,-4,-5,-30,4,1,17,2
CCOc1cc(S(=O)(=O)N2CCC(C(N)=O)CC2)ccc1F,-3,-8,-1,-5,-8,-3,20,2
CCCNC(=O)C(Cc1ccc(F)cc1)NC(=O)c1ccccc1 (configuration not stated),5,9,2,6,-9,2,4,4
CCn1c(SCC(=O)Nc2sc(C)c(C)c2C#N)nnc1C1CC1,-3,10,4,-3,2,4,13,-4
CCN(CC(=O)NCc1cccs1)C(=O)CCOc1ccccc1C,-5,-12,-8,-11,12,-17,-4,-2
N/C(=N\OC(=O)CCn1cccc(C(F)(F)F)c1=O)c1ccc(Cl)cc1,-5,3,-8,-9,8,6,-25,-2
c1ccc(OCCCn2nnc(-c3ccncc3)n2)cc1,-5,-5,0,-15,13,2,8,-4
CCN1CCN(CC(O)COCC2COc3ccccc3O2)CC1 (configuration not stated),0,-5,-27,0,-7,-5,1,0
O=C(/C(=C/O)N=Nc1ccccc1)c1ccc(Cl)cc1,-1,12,14,13,-8,-15,19,7
COc1cc(SC)ccc1C(=O)OCC(=O)NC1CC1,-3,8,-6,-3,-7,12,17,4

In the list so far, these contain a furan ring, fused or not:
Structure,A3G deaminase,SENP7 block,SENP6 block,Apaf-1 inh,SENP8 block-1,UBC13 inh,SENP8 block-2,SENP1 FRET inh
O=C(CSc1nnc(NC(=O)c2ccco2)s1)NC1CCCCC1,-6,0,-28,-1,-1,-14,-24,1
Cc1cc(NC(=O)CSc2nnc(-c3ccc(Br)o3)n2Cc2ccccc2)no1,-3,0,3,14,-5,5,25,1
Cc1c(-c2ccco2)[n+](=O)c2c(n1[O-])CCC2,3,3,-4,0,1,5,-4,1
CN(/N=C/c1ccc(-c2ccc([N+](=O)[O-])cc2)o1)c1ccccc1,-8,-6,-24,-3,-12,-118,28,48

Continuation:
Structure,A3G deaminase,SENP7 block,SENP6 block,Apaf-1 inh,SENP8 block-1,UBC13 inh,SENP8 block-2,SENP1 FRET inh
O=C(Cc1ccc([N+](=O)[O-])cc1)OCc1c(F)cccc1Cl,-10,-4,-5,4,2,-9,2,1
COc1ccccc1N1CCN(/N=C/c2ccc(OC)c(OC)c2OC)CC1,-6,5,-4,-10,2,0,10,1
COc1ccc(N2CCN(c3ncnc4scc(-c5ccccc5)c34)CC2)cc1,-6,-5,-21,18,-12,-5,6,0
COc1ccccc1C(C#N)N1N=C(C)CC1c1ccccc1 (configuration not stated),-4,9,0,1,4,-1,14,1
Cc1cc(CN2CCC(n3nccc3NC(=O)c3ccccc3C)CC2)n[nH]1,-4,-1,12,2,-1,4,-7,-3
O=C(NCc1ccco1)c1nc2c(nnn2Cc2ccccc2Cl)c(=O)[nH]1,-5,-2,-6,-12,3,0,9,3
COc1ccc(OC)c(NC(=O)c2cc3c(cc2Cl)N2CCCCCC2=NS3(=O)=O)c1,-2,9,1,7,-2,11,2,3
CC(=O)Oc1ccc(-c2cc3c(OC(C)=O)cc(OC(C)=O)cc3oc2=O)cc1,-11,5,17,-5,-5,7,-1,-56
Cc1ccc(C(=O)NC(=O)CSc2nnc(C)s2)cc1,-3,-4,10,0,3,2,10,3
O=C(Nc1ccc(S(=O)(=O)NC2=NCCCCC2)cc1)c1cc(F)c(F)cc1Cl,-6,-4,-9,5,5,5,2,2
CCC(C)NCCCOc1c(C)cc(C)cc1Br (configuration not stated),2,5,5,-3,-5,13,15,2
COc1ccc(NC(=O)c2cccc(NC3=NC4CS(=O)(=O)CC4S3)c2)cc1Cl (configuration not stated),-2,-7,-20,13,-11,29,3,1
O=C(Cc1cccs1)Nc1nc(-c2ccccc2)cs1,-6,13,-3,8,-4,5,0,-7
COc1ccccc1N1CCN(C(=S)Nc2ccc(F)cc2)CC1,-5,-16,-5,14,-15,-8,6,10
